H37Rv inhibition – M. tuberculosis growth inhibition, HTS (AID 449762); M. tuberculosis H37Rv growth inhibition, 7H9 media; higher % means a stronger effect; inhibition, % at 25 µM; hits with a dose series show IC50 in µM; 330,000 tested, 0.59% active; in the data active means a potency from the dose series; inconclusive means inhibition above about 70% without an active follow-up result;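 further: bacterial growth assessed after seven days of incubation; strong numbers were not always called active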
Salmonella PhoP GFP – PhoP regulon inhibitors, Salmonella typhi PhoP promoter GFP reporter, confirmatory (AID 1850) | Salmonella Typhi PhoP-promoter GFP reporter, fluorescence, 4 h; higher % means a stronger effect | one-dose inhibition, % at 50 µM; IC50 in µM for titrated hits | 310,000 tested, 0.33% active; in the data active means a potency from the dose series; inconclusive means inhibition mostly from about 25% at the one dose, without a potency; inactive means the rest, 99 in 100 with inhibition below about 19%;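 further: 0% = induced wells with vehicle and 100% = uninduced wells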
tuberculosis growth – growth inhibition of non-replicating M. tuberculosis (AID 488890); Mycobacterium tuberculosis non-replicating, growth inhibition; higher % means a stronger effect; one-dose inhibition, % at 25 µM; IC50 in µM for titrated hits; 320,000 tested, 0.39% active; in the data active means a potency from the dose series; inconclusive means inhibition mostly from about 82% at the one dose, without a potency; inactive means the rest, 99 in 100 with inhibition below about 76%;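 further: plate controls were DMSO cells for no effect and high antibiotic wells for full effect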
H1N1 NS1A inhibition – NS1A inhibition, H1N1 influenza, cell based functional assay (AID 504329) | NS1A functional cell-based assay, percent inhibition; higher % means a stronger effect | inhibition, % at 12.5 µM, or IC50 in µM where a hit was titrated | 340,000 tested, 0.3% active; in the data active means a potency from the dose series; inconclusive means inhibition above about 27% without an active follow-up result; further: strong numbers were not always called active
VEEV TC-83 Vero – inhibitors of VEEV TC-83 cytopathic effect, confirmation, Vero cells (AID 588727). Vero cells, VEEV TC-83 cytopathic effect inhibition; higher % means a stronger effect. one-dose inhibition, % at 20 µM; IC50 in µM for titrated hits. 350,000 tested, 0.13% active; in the data active means a potency from the dose series; inconclusive means inhibition mostly from about 14% at the one dose, without a potency; inactive means the rest, 99 in 100 with inhibition below about 12%; further: strong numbers were not always called active
VEEV TC-83 Vero 10K pilot screen – also measured in VEEV TC-83 Vero; calls as there; inhibition, %; measured here: 10K pilot screen inhibition
* marks the source's active call; other numbers are inactive results; i = inactive; ? = inconclusive; . = not tested or not shown.

SMILES	H37Rv inhibition	Salmonella PhoP GFP	tuberculosis growth	H1N1 NS1A inhibition	VEEV TC-83 Vero	others
CCCS(=O)(=O)c1c(S(=O)(=O)CCC)c2c(C)cccn2c1C(N)=O	-3%	-10%	11%	13%	i
Cc1ccc(-c2[nH]c3ccccc3c2SCCNC(=O)c2cc3ccccc3oc2=O)cc1	?	-4%	48%	7%	10%
C=CCNc1nc2c(c(=O)[nH]c(=O)n2C)n1CC(O)COc1ccc2ccccc2c1 (configuration not stated)	.	.	.	-20%	i
CCOCCCNC(=O)c1ccc(N(C)S(=O)(=O)c2ccc(OC)cc2)cc1	-3%	-8%	-2%	-6%	0.3%
O=C1N=c2ccccc2=C1c1c(O)n(-c2cccc(F)c2)[nH]c1=O	-3%	-5%	6.9µM*	14%	i
Cc1nn(Cc2ccc(C(=O)N3c4ccc(F)cc4CCC3C)o2)c(C)c1Br (configuration not stated)	-5%	-10%	21%	5%	5.3%
O=C1N(CC(=O)N2CCc3ccccc32)CCN1Cc1ccc(Cl)cc1	3%	-11%	20%	-5%	6.5%
CC(C)Cn1c(SCC(=O)NCCCN2CCCC2=O)nc2ccccc21	-1%	-7%	6%	7%	2.4%
CC(=O)c1cccc(NC(=O)c2cc(Cl)sc2Cl)c1	-1%	1%	43%	-3%	0.7%
COc1cc2c(cc1NC(=O)CSc1nnc(Cc3cccs3)n1Cc1ccco1)oc1ccccc12	?	-10%	51%	7%	3.1%
O=C(/C=C/c1ccco1)Nc1cccnc1Cl	4%	3%	-4%	10%	i
C[C@H](CO)N1C[C@H](C)[C@@H](CN(C)S(=O)(=O)c2ccc(F)cc2)Oc2ccc(NC(=O)Nc3ccc4c(c3)OCO4)cc2C1=O	?	.	46%	18%	0.4%
CCCCN(CCCC)S(=O)(=O)c1ccc(NC(=O)CN2CCOCC2)cc1	-3%	1%	8%	2%	1.9%
CSc1nnc(C)c(=O)n1COC(=O)COc1ccc(Cl)cc1Cl	-16%	4%	5%	5%	0.8%
N#CCCn1c(SCC(=O)Nc2ccc(N3CCOCC3)cc2)nc2ccccc21	-3%	8%	3%	6%	1.2%
Cc1ccnc(NC(=O)CCC(=O)N(CC(=O)NCc2ccc(F)cc2)CC2CCCO2)c1 (configuration not stated)	-5%	0%	2%	2%	0.4%
Cn1c(=O)c2c(nc(SCCNS(=O)(=O)c3ccccc3)n2C)n(C)c1=O	-17%	-7%	-3%	-11%	2.8%
Cc1cc(N2C(=O)c3ccc(C(=O)NCc4ccccc4)cc3C2=O)no1	-7%	-2%	-6%	5%	i
C=CCC[C@@H](Cc1ccc(F)cc1)C(=O)OC[C@@H](NC(=O)[C@@H](CC=C)CC(=O)N(CCO)Cc1ccccc1)c1ccccc1	8%	.	17%	-1%	1.0%
CNC(=O)CCSSCCC(=O)NC	-9%	-3%	-7%	4%	1.1%	VEEV TC-83 Vero 10K pilot screen=0.5

Grouped by structure: the compounds so far containing an aryl methoxy group
SMILES	H37Rv inhibition	Salmonella PhoP GFP	tuberculosis growth	H1N1 NS1A inhibition	VEEV TC-83 Vero	others
CCOCCCNC(=O)c1ccc(N(C)S(=O)(=O)c2ccc(OC)cc2)cc1	-3%	-8%	-2%	-6%	0.3%
COc1cc2c(cc1NC(=O)CSc1nnc(Cc3cccs3)n1Cc1ccco1)oc1ccccc12	?	-10%	51%	7%	3.1%

6 structures already listed, ordered by formula weight, low to high.
SMILES	H37Rv inhibition	Salmonella PhoP GFP	tuberculosis growth	H1N1 NS1A inhibition	VEEV TC-83 Vero	others
O=C1N=c2ccccc2=C1c1c(O)n(-c2cccc(F)c2)[nH]c1=O	-3%	-5%	6.9µM*	14%	i
CCCS(=O)(=O)c1c(S(=O)(=O)CCC)c2c(C)cccn2c1C(N)=O	-3%	-10%	11%	13%	i
CCCCN(CCCC)S(=O)(=O)c1ccc(NC(=O)CN2CCOCC2)cc1	-3%	1%	8%	2%	1.9%
Cc1nn(Cc2ccc(C(=O)N3c4ccc(F)cc4CCC3C)o2)c(C)c1Br (configuration not stated)	-5%	-10%	21%	5%	5.3%
COc1cc2c(cc1NC(=O)CSc1nnc(Cc3cccs3)n1Cc1ccco1)oc1ccccc12	?	-10%	51%	7%	3.1%
C[C@H](CO)N1C[C@H](C)[C@@H](CN(C)S(=O)(=O)c2ccc(F)cc2)Oc2ccc(NC(=O)Nc3ccc4c(c3)OCO4)cc2C1=O	?	.	46%	18%	0.4%

New compounds follow:
SMILES	H37Rv inhibition	Salmonella PhoP GFP	tuberculosis growth	H1N1 NS1A inhibition	VEEV TC-83 Vero	others
COc1ccc(N(C)C(=O)c2ccc3snnc3c2)cc1	-4%	1%	-18%	2%	i
C/C(=N\OC(=O)c1c(-c2c(F)cccc2Cl)noc1C)c1nccs1	4%	-1%	.	0%	i
CC(=O)N(c1cccc(C(F)(F)F)c1)c1nc(/C=C/C(=O)O)cs1	8%	8%	-8%	-1%	1.4%
CN1CCN(C(=S)Nc2cc([N+](=O)[O-])ccc2Cl)CC1	-11%	0%	55%	21%	i
CCCCOC(=O)C1=C(C)NC(=O)NC1c1ccc(OC)cc1 (configuration not stated)	-8%	1%	15%	-1%	i
Cc1ccc(NC(=O)CC2C(=O)N(Cc3ccccc3)C(=S)N2NC(=O)c2ccccc2)c(C)c1 (configuration not stated)	66%	-8%	-18%	16%	i
COc1cc(NS(=O)(=O)c2ccc(OC)c(C)c2C)c(OC)cc1Cl	-6%	9%	5%	-4%	2.9%
CC(=O)c1ccc(Nc2nc(N3CCOCC3)nc(N3CCOCC3)n2)cc1	-1%	-5%	-3%	0%	i
Cc1cccc(-n2c3nc(=O)[nH]c(=O)c-3cc3c(C)nn(-c4ccccc4)c32)c1	-6%	-5%	2%	.	.
O=C(c1ccc(N2C(=O)CCC2=O)cc1)N1CCOCC1	2%	20%	1%	-1%	0.3%
COc1ccc(-c2noc(C3CCCN(C(=O)Nc4ccccc4)C3)n2)cc1 (configuration not stated)	9%	-4%	43%	-8%	3.2%
COc1cc2c(cc1OC)CN(C1CCC(C(C)(C)C)CC1)CC2 (configuration not stated)	.	.	.	0%	i
Cc1ccccc1NC(=O)Nc1ccc2c(c1)CCC2	4%	-5%	-19%	-2%	2.1%
CCOC(=O)c1ccc(Oc2cn[nH]c2-c2ccc(OCC(=O)NN)cc2O)cc1	-2%	-8%	-2%	3%	6.0%
CCS(=O)(=O)c1nc(S(=O)(=O)c2ccc(Cl)cc2)c(N2CCN(CCO)CC2)s1	0%	3%	-13%	-4%	3.7%
CCOC(=O)c1ccc(NC(=O)Cn2nnc(-c3ccccc3F)n2)cc1	?	4%	50%	-11%	0.1%
Cc1cccc(CSCCNC(=O)CN(c2cc(C)cc(C)c2)S(C)(=O)=O)c1	4%	11%	6%	9%	4.2%
O=C(CSc1n[nH]c(-c2ccc(Br)cc2)n1)NC1CCCC1	8%	.	?	-6%	6.0%
CCOn1c(-n2nc(C)cc2C)nc2ccccc2c1=O	-17%	-2%	17%	-9%	0.6%
Cc1onc(-c2c(F)cccc2Cl)c1C(=O)N1CCN(S(C)(=O)=O)CC1	-11%	-3%	0%	-2%	2.5%
COc1cc(C(C)=O)ccc1OCC(=O)OCCCOC(=O)COc1ccc(C(C)=O)cc1OC	-19%	-6%	-4%	-5%	0.9%
CC(C)=N/N=C1\NC(=O)C(C)S1 (configuration not stated)	7%	8%	.	0%	0.2%
Cc1ccc(-c2cc(C(=O)NCc3ccco3)c3ccccc3n2)o1	2%	7%	19%	-8%	9.9%
O=c1[nH]c2c(s1)C(c1ccc(O)cc1)C1C3CCC(C3)C1S2 (configuration not stated)	-7%	-1%	-4%	-1%	5.9%
Cc1ccc(-c2c(C#N)c(N)n(-c3ccc(C)cc3)c(=O)c2C#N)cc1	-3%	-7%	9%	-8%	0.3%
N=C1/C(=C\c2ccc(-c3cccc(Cl)c3)o2)C(=O)N=C2SC=C(c3ccccc3)N12	2%	8%	47%	6%	2.5%
[O-]/[N+](=C\c1ccccc1)c1ccc(Br)cc1	26%	.	49%	0%	1.5%
COc1ccc(N2CCN(C(=O)CCc3ccc(S(=O)(=O)NC(C)C)cc3)CC2)cc1	4%	3%	11%	4%	0.2%
Cc1ccc(S(=O)(=O)N2CCCC2)cc1C(=O)N1CCC(C)CC1	7%	2%	1%	-5%	0.9%
C/C=C\C=C\C(=O)N1CC2(CC(c3cccc(NC(=O)COc4ccc(Cl)cc4)c3)=NO2)C[C@H]1C(N)=O (some centres not stated)	24%	1%	30%	4%	0.8%
COc1ccc(C(CNC(=O)c2ccc(S(=O)(=O)N3CCOCC3)cc2)N2CCCCC2)cc1 (configuration not stated)	-5%	1%	5%	-14%	2.1%
Cn1nnnc1SCCNCc1ccccc1OCc1ccccc1Cl	7%	-14%	11%	14%	i
Cc1ccc(NC(=O)c2cccc(S(C)(=O)=O)c2)cc1	-6%	-8%	-3%	-1%	0.5%
CC(=O)c1ccc(Nc2nc3ccc(C)cc3n3cnnc23)cc1	6%	-16%	-6%	-21%	7.6%
CCOC(=O)C(NC(C)=O)(OCc1ccccc1)C(F)(F)F (configuration not stated)	3%	-4%	-11%	-4%	i
Cc1cc(C)nc(NN2C(=O)/C(=C/c3ccc(O)cc3)SC2=S)n1	-1%	1%	1%	28%	i
CC1CCN(C(=O)CN2C(=O)C(C)(C)Oc3ccc(C(=O)NC(C)C)cc32)CC1	1%	-2%	-6%	-7%	i
CCOc1cc(/C=C(\C#N)C(=O)Nc2ccc(S(N)(=O)=O)cc2)ccc1OCCN1CCOCC1	-15%	-4%	-5%	-11%	9.7%
COc1cccc(NS(=O)(=O)c2ccc3[nH]cc(C(=O)NC4CC4)c(=O)c3c2)c1	.	.	.	5%	7.0%
COCCCNS(=O)(=O)c1ccc2[nH]c(=O)[nH]c2c1	2%	7%	-4%	-6%	0.1%
CCOc1ccc(N2CC(C(=O)OCC(=O)c3ccc(OC)cc3)CC2=O)cc1 (configuration not stated)	24%	3%	?	-4%	i
CNC(=O)COc1coc(CN2CCN(c3cccc(Cl)c3)CC2)cc1=O	2%	-34%	-5%	6%	0.3%
O=C(CSc1nnc(CNc2ccccc2)o1)N1CCc2ccccc21	6%	7%	12%	-2%	0.5%
CCOC(=O)/C=C1\CN(Cc2ccc(OC)cc2)S(=O)(=O)c2ccccc21	5%	-2%	4%	-4%	i
N#CCCN(C(=O)CSc1n[nH]c(=O)[nH]c1=O)c1ccccc1	6%	.	14%	-19%	2.1%
Cc1ccccc1S(=O)(=O)Nc1ncc(C(F)(F)F)cc1Cl	14%	0%	26%	3%	0.4%
Cn1c(SC/C=C/c2ccccc2)nnc1-c1cccs1	-6%	-6%	?	-6%	4.1%
COC(=O)c1ccc(NC(=S)NCc2ccco2)cc1	-3%	-9%	?	-1%	1.8%
CC1=C(C(N)=O)C(c2cccs2)n2nc(-c3cccc(C)c3)nc2N1 (configuration not stated)	0%	0%	29%	6%	2.4%
O=C(COC(=O)/C=C/c1cn(-c2ccccc2)nc1-c1cccnc1)Nc1ccc(Cl)cc1Cl	1%	-13%	-13%	0%	0.6%
Continued:
SMILES	H37Rv inhibition	Salmonella PhoP GFP	tuberculosis growth	H1N1 NS1A inhibition	VEEV TC-83 Vero	others
CC1(C)CC(=O)c2cnc3nc4ccccc4n3c2C1	-3%	10%	-12%	4%	1.7%
C=CCn1c(SCC(=O)NCc2ccc3c(c2)OCO3)nnc1-c1cccnc1	-9%	3%	-11%	-3%	0.1%
Cc1ccc(NC(=O)COc2ccc(-c3nnco3)cc2)cc1S(=O)(=O)N1CCOCC1	2%	1%	12%	1%	4.8%
C(=N/Nc1nc(-c2ccccc2)cc(-c2ccccc2)n1)/c1cccnc1	35%	11%	64%	2%	8.2%
O=C(C[C@H]1C/C=C\C[C@H](Cc2ccc(F)cc2)C(=O)O[C@@H](c2ccccc2)CNC1=O)N[C@H](CO)Cc1ccccc1	2%	.	29%	4%	0.5%
CCOC(=O)C(C)Sc1ncnc2nc[nH]c12 (configuration not stated)	3%	5%	-2%	4%	i
O=C(C[C@H]1C[C@H](C(=O)N2CCOCC2)[C@@]2(CCC3CCCC3)c3[nH]c4cc(-c5ccco5)ccc4c3CCN2C1=O)NCc1cccc(C(F)(F)F)c1	.	.	.	-8%	i
CCOc1cccc(-n2nnnc2-c2ccc(OC)cc2)c1	-3%	20%	.	-5%	1.7%
O=C(/C=C/c1cccs1)N1CCN(c2ccccc2)CC1	-4%	16%	65%	-4%	i
C/C(=N\OCC(=O)Nc1ccc(OC(F)(F)F)cc1)c1ccc2c(c1)OCCO2	5%	-1%	?	16%	1.0%
Cc1cccc(OCC(=O)N2CCN(C(=O)COc3ccc(Cl)cc3)CC2)c1	-7%	2%	19%	-5%	0.7%
CCCc1nc2nc(C)c(NS(=O)(=O)c3ccc(CC(C)C)cc3)c(=O)n2[nH]1	2%	-11%	-8%	-6%	1.4%

Assay outcomes from PubChem.
